Source: PubChem BioAssay (National Center for Advancing Translational Sciences (NCATS))
Nrf2 inh: Nrf2 qHTS screen for inhibitors; A549 ARE-Fluc reporter, luciferase luminescence, 18-24 h; Potency, µM (doses to about 46 µM), for the others: at the highest dose activity change, negative = inhibition, most hits filed as inhibitors; 2.1% of 360,000 active; AID 504444, 2011; also: potency is read from the fitted curve at half-maximal effect; % is scaled to controls: 0 for no effect and ±100 for the full control effect; nearly all actives have a fitted effect of over 60% in size
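Concentration-response testing used A549 ARE_Fluc cells at 5000 cells/well. Following an 18-24 h compound incubation, viability was read by fluorescence (Ex 405/Em 525) and luciferase output by luminescence.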
ATXN viability: Viability Counterscreen for Primary qHTS for Inhibitors of ATXN expression. S2 cells (HEK-293 line with an ATXN2-luciferase reporter) viability, CellTiter-Fluor protease fluorescence, 24 h. Potency, µM (series often up to 56.7 µM), most hits filed as cytotoxic. 0.49% of 400,000 active. AID 651635, 2014; also: potency is read from the fitted curve at half-maximal effect; nearly all actives have a fitted effect of over 40% in size
TGFb SMAD3 inh: qHTS for Inhibitors of TGF-b. HepG2 CAGA-GFP TGF-b/SMAD3 reporter, GFP fluorescence, 18 h; TGF-beta stimulated, 500 pg/mL final. Potency, µM (highest dose often 46.1 µM), without a hit: at the highest dose activity, negative = inhibition, hits mostly inhibitors. 1.2% of 410,000 active. AID 588855, 2011; also: potency is read from the fitted curve at half-maximal effect; % is scaled to controls: 0 for no effect and ±100 for the full control effect; nearly all actives have a fitted effect of over 65% in size
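HEPG2 CAGA-GFP cells (1000/well, DMEM with 1% FBS) were pre-incubated 2 h at 37 degrees C, given compound by pin tool, then stimulated with TGF-beta at 500 pg/mL final for 18 h before per-cell GFP fluorescence imaging.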
pAkt inh: HTS Assay for Inhibitors of Akt Phophorylation: Primary Screen | AID 651550, 2012 | activity change, % for hits at 50 µM | 0.32% of 360,000 active | Neuro2A IGF-stimulated pAkt S473 HTRF, 20 min; active compounds read low; in the data active = activity change below about -80%; inconclusive = mostly about -51% to -80%; also: % is scaled to controls: 0 for no effect and ±100 for the full control effect
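Single-point screen (50 µM final compound) in Neuro2A cells stimulated 20 min with 6 nM IGF at 37 deg C. After lysis, Ser473-phosphorylated Akt read by HTRF (ex 330 nm, em 615/665 nm) as the 665/615 ratio.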
Mm-Cpn inhibitor: Inhibitors of TCP-1 ring complex (TRiC) of Methanococcus maripaludis (MmCpn): qHTS; purified Mm-Cpn ATPase, ADP Transcreener TR-FRET; 0.031% of 330,000 active; Chaperonin Mm-Cpn (Methanococcus maripaludis); Potency, µM (top dose mostly 76.9 µM), without a hit: at the top dose activity, negative = inhibition, actives largely listed as inhibitors; AID 504842, 2011; also: potency is read from the fitted curve at half-maximal effect; % is scaled to controls: 0 for no effect and ±100 for the full control effect; nearly all actives have a fitted effect of over 80% in size
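Purified archaeal Mm-CPN (25nM final) preincubated 10 min at 37degC with compound, then 10uM ATP for 30 min at 37degC; ADP measured by HTRF Transcreener TR-FRET; buffer 30 mM TRIS pH 7.4, 100mM KCl, 5mM MgCl2, 1mM DTT.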
CCT chaperon mod: High-Throughput Screening for Modulators of Cytosolic Chaperonin Activity; purified chaperonin ATPase assay, HTRF ADP detection, 30 min; activity change, % (test concentration not listed), hits read low; 0.3% of 360,000 active; AID 651819, 2012; in the data active = activity change below about -30%; also: % is scaled to controls: 0 for no effect and ±100 for the full control effect
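Enzyme 40 or 20 nM (batch-dependent) in Tris pH 7.4/KCl/MgCl2/DTT; cpd 76 uM single point; ATP 10 uM; 30 min 37 °C; Transcreener ADP HTRF detection, 30 min RT; ratio 665/615.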
A549 tox: Nrf2 qHTS screen for inhibitors: counterscreen for cytotoxicity. A549 ARE-Fluc cells, CellTiter-Fluor viability, 18-24 h. Potency, µM (titrated, usually from 46 µM), for inactives: at the top dose activity change, negative = cytotoxicity, most hits filed as inhibitors. 0.16% of 390,000 active. AID 504648, 2011; also: potency is read from the fitted curve at half-maximal effect; % is scaled to controls: 0 for no effect and ±100 for the full control effect
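A549 ARE_Fluc cells in 5% FBS OPTI-MEM were exposed to compounds in concentration-response for 18-24 h at 37 deg C. Viability was read by CellTiter-Fluor fluorescence (Ex 405/Em 525) after 30 min, before the luciferase read.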
Nrf2 activator: qHTS of Nrf2 Activators; AREc32 ARE-luciferase reporter (MCF7-derived line), luminescence, 24 h; Potency, µM (top dose mostly 46.1 µM), for the others: at the highest dose activation, actives largely listed as activators; 0.31% of 410,000 active; also: potency is read from the fitted curve at half-maximal effect; % of control where 0% means no effect; nearly all actives have a fitted effect of over 65% in size
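Nrf2 activation is followed as ARE-luciferase induction in the AREc32 line after one day of compound treatment; luminescence is read with Steady-Glo.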
HepG2 tox: qHTS for Inhibitors of TGF-b: Cytotox Counterscreen | 0.76% of 410,000 active | AID 588856, 2011 | HepG2 CAGA-GFP viability, ATP luminescence, 18 h | Potency, µM (top dose mostly 46.1 µM), for inactives: at the highest dose activity change, negative = cytotoxicity, hits mostly cytotoxic; also: potency is read from the fitted curve at half-maximal effect; some results filed as inactive show a strong effect at the top dose
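CellTiter-Glo luminescence gave cytotoxicity after 18 hours at 37 degrees C. The cells were HepG2 CAGA-GFP in 1% FBS DMEM, stimulated with 500 pg/mL TGF-beta after compound addition. %Activity was normalised to no-cell wells (complete cell-killing) and DMSO (no toxicity), and curves were fitted and classified.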
* marks the source's active call; other numbers are inactive results; i = inactive; ? = inconclusive; . = not tested or not shown; & = joins results of further samples. Unless noted, calls follow the shape of the dose curve; as a rule, active = well fitted curve in the direction sought with a large enough effect; inconclusive = small, poorly fitted or top-dose-only effect, or another doubt; inactive = no such curve, though single readings can be large; an effect the other way counts as inactive or inconclusive.

SMILES	Nrf2 inh	ATXN viability	TGFb SMAD3 inh	pAkt inh	Mm-Cpn inhibitor	CCT chaperon mod	A549 tox	Nrf2 activator	HepG2 tox
CCC(CO)Oc1cc(NC(=O)c2ccccc2[N+](=O)[O-])c2ncn(C(C)C)c2c1 (configuration not stated)	-12%	?	3%	i	-3%	-1.5	-7%	-0.9%	-1%
O=C(Nc1ccc(F)cc1)C(=O)c1c(O)[nH]c2ccc([N+](=O)[O-])cc12	0%	i	2%	i	2%	0.3	-6%	11%	-5%
Cc1ccc2c(c1)C(c1ccccc1)N(C(=O)c1ccc(S(=O)(=O)N3CCOCC3)cc1)CC(=O)N2 (configuration not stated)	?	i	-1%	i	-1%	2.0	-3%	2.0%	8%
CCOC(=O)C1(Cc2ccccc2)CCN(Cc2cccc(OC)c2O)CC1	-14%	i	-16%	i	-6%	-0.6	1%	5.2%	-29%
O=C(COc1ccc(Cl)cc1Cl)NN=C1CCCCC1	15%	i	3%	i	3%	2.2	-2%	2.0%	-2%
COc1ccc(NC(=O)COC(=O)CCc2nc3ccccc3c(=O)[nH]2)cc1Cl	7%	i	-3%	i	-1%	-0.2	1%	-0.1%	-4%
O=C(/C=C/c1ccccc1)NC(NC(=S)Nc1ccc(C(=O)O)cc1)C(Cl)(Cl)Cl (configuration not stated)	10%	i	-16%	i	0%	-2.4	-6%	-0.7%	-1%
CCCCOc1cccc(C(=O)N(Cc2ccc(N(C)C)cc2)C2CCS(=O)(=O)C2)c1 (configuration not stated)	1%	i	-3%	.	.	.	1%	3.5%	-11%
O=C(NNc1nc2cc3c(cc2s1)OCCO3)c1ccccc1	11%	i	-1%	i	1%	1.6	0%	2.9%	-20%
Cc1ccc(S(=O)(=O)N2CCN(C(C)C(=O)NCC(C)c3ccccc3)CC2)cc1 (configuration not stated)	-4%	i	?	i	1%	0.0	-3%	0.3%	0%
O=C(c1cccc(F)c1)N1C2C=CC(C2)C1(C(F)(F)F)C(F)(F)F (configuration not stated)	-6%	i	3%	i	2%	-0.7	0%	-0.2%	2%
O=C(Nc1cccc(Cl)c1Cl)c1ccccc1OCC(=O)N1CCOCC1	-13%	i	12%	i	1%	0.4	-17%	-0.1%	8%
CC(C)c1ccc(NC(=O)C2(C)Cc3c(-c4ccc(C(N)=O)cc4)ccnc3O2)cc1 (configuration not stated)	.	i	21%	i	.	-0.6	.	0.8%	-19%
CC1(C(=O)Nc2cccc(NS(C)(=O)=O)c2)CCN1CCc1ccccc1 (configuration not stated)	.	i	3%	.	.	1.3	.	-0.2%	-3%
Cc1ccc(NC(=O)CCc2c(C)[nH]c(=O)c(C#N)c2C)cc1	1%	i	2%	i	-8%	-2.0	-1%	0.1%	-3%
CCOc1cc(C(N)=O)cc(OCC)c1OCC	-8%	i	5%	i	-1%	-1.6	-5%	0.2%	1%
Cc1ccc2c(c1)[C@@H]1CN(C)CC[C@@H]1N2S(=O)(=O)c1ccc([N+](=O)[O-])cc1	0%	i	-9%	.	2%	1.1	-8%	-0.1%	-30%
CCOC(=O)C1CCN(CC(O)COc2ccc(C(C)(C)CC)cc2)CC1 (configuration not stated)	2%	?	?	i	?	-2.4	-2%	-0.5%	-53%
CCc1ccccc1NC(=O)c1ccc(S(=O)(=O)NCC2CCCO2)cc1 (configuration not stated)	-5%	i	-1%	i	2%	0.1	7%	2.8%	-11%
COc1ccc2ccccc2c1CN(C)Cc1ccccc1	14%	?	5%	i	1%	1.1	-14%	-0.2%	-25%
COc1ccc(Cc2nnc(NCCO)[nH]c2=O)cc1	11%	i	11%	i	2%	-3.0	-2%	0.1%	18%
COC(=O)Nc1ccc2c(c1)N(C(=O)CCN1CCN3CCCC3C1)c1ccccc1CC2 (configuration not stated)	-6%&-1%	?	8%&-1%	i	1%&-3%	-1.1&-0.9	-7%&-7%	-0.4%&0.4%	-6%&-10%
CCOc1ccc(C(=O)Nc2nncs2)cc1OCC	-4%	i	2%	i	1%	-3.0	0%	0.6%	2%
COc1cccc(CNC(=O)C2CSC3(C)CCC(=O)N23)c1 (configuration not stated)	2%	i	0%	i	0%	-2.9	-1%	-0.2%	6%
COC(=O)c1ccc(Oc2ccc(S(=O)(=O)N3CCCCC3)cc2N)cc1	-19%	i	-23%	i	1%	-6.2	0%	5.8%	-23%
CC1CCCCN1CCNC(=O)C1CCN(S(=O)(=O)c2cccc3cccnc23)CC1 (configuration not stated)	26%	i	1%	i	1%	0.7	-2%	3.4%	5%
Cc1nn(C(=O)c2ccc(Cl)cc2)c(C)c1Sc1ccc(Cl)cc1	-2%	i	-1%	.	.	.	2%	-0.8%	-9%
CC(=O)c1cccc(S(=O)(=O)N2CCCC(c3nc4c(nnn4Cc4cccc(Cl)c4)c(=O)[nH]3)C2)c1 (configuration not stated)	?	i	-11%	i	0%	0.7	-14%	2.1%	-10%
Cc1nn(-c2ccccc2)c2c1C(O)CC(C)(C)C2 (configuration not stated)	0%	i	-4%	i	-20%	2.1	3%	0.0%	-16%
CCc1cc2c(=O)c(-c3nc4ccccc4n3C)c(C)oc2c(CN(CC)CC)c1O	4%	i	0%	i	0%	2.5	-6%	0.2%	-10%

Part of the list above in order of formula weight, rising:
SMILES	Nrf2 inh	ATXN viability	TGFb SMAD3 inh	pAkt inh	Mm-Cpn inhibitor	CCT chaperon mod	A549 tox	Nrf2 activator	HepG2 tox
Cc1nn(-c2ccccc2)c2c1C(O)CC(C)(C)C2 (configuration not stated)	0%	i	-4%	i	-20%	2.1	3%	0.0%	-16%
COc1ccc(Cc2nnc(NCCO)[nH]c2=O)cc1	11%	i	11%	i	2%	-3.0	-2%	0.1%	18%
COC(=O)c1ccc(Oc2ccc(S(=O)(=O)N3CCCCC3)cc2N)cc1	-19%	i	-23%	i	1%	-6.2	0%	5.8%	-23%
CC1CCCCN1CCNC(=O)C1CCN(S(=O)(=O)c2cccc3cccnc23)CC1 (configuration not stated)	26%	i	1%	i	1%	0.7	-2%	3.4%	5%
COC(=O)Nc1ccc2c(c1)N(C(=O)CCN1CCN3CCCC3C1)c1ccccc1CC2 (configuration not stated)	-6%&-1%	?	8%&-1%	i	1%&-3%	-1.1&-0.9	-7%&-7%	-0.4%&0.4%	-6%&-10%
CC(=O)c1cccc(S(=O)(=O)N2CCCC(c3nc4c(nnn4Cc4cccc(Cl)c4)c(=O)[nH]3)C2)c1 (configuration not stated)	?	i	-11%	i	0%	0.7	-14%	2.1%	-10%

(more compounds)
SMILES	Nrf2 inh	ATXN viability	TGFb SMAD3 inh	pAkt inh	Mm-Cpn inhibitor	CCT chaperon mod	A549 tox	Nrf2 activator	HepG2 tox
CCOC(=O)c1cnn(-c2ccc(C(=O)Nc3cc(OC)c(OC)c(OC)c3)cc2)c1N	.	i	2%	.	.	.	-2%	3.7%	-18%
Cn1c(CNc2ccc(F)cc2)nnc1SCC(=O)NNC(=O)Cc1ccccc1	12%	i	5%	i	0%	-1.0	1%	0.9%	5%
CC(C(=O)NC1CCCCCC1)c1ccc([N+](=O)[O-])cc1 (configuration not stated)	-18%	i	-1%	i	1%	-8.3	0%	0.1%	4%
CS(=O)(=O)Nc1ccc(F)cc1	.	i	.	i	.	1.4	.	-0.1%	.
Cc1ccc2c(c1)N(Cc1ccc([N+](=O)[O-])cc1)C=NS2(=O)=O	-4%	i	0%	i	1%	-4.3	3%	-0.7%	1%
CN1C(=O)[C@@H]2[C@@H]3C[C@@H]([C@H]4ON=C(c5ccc(Cl)cc5Cl)[C@@H]34)[C@@H]2C1=O	-18%	i	-1%	i	0%	-4.4	-1%	0.1%	-29%
O=C(NCc1ccccn1)C(=O)NN=C1CCCCCCC1	14%	i	3%	i	2%	0.5	6%	0.3%	0%
Cc1ccc(C(=O)N/N=C/c2ccc(-c3ccccc3[N+](=O)[O-])o2)cn1	17%	i	2%	i	2%	-1.9	0%	15%	-22%
COc1cc2[nH]c(=O)n(CCC(=O)NCCCN3CCN(c4ccccc4F)CC3)c(=O)c2cc1OC	-18%	i	8%	i	0%	0.7	-12%	-0.2%	5%
CC1=C(C)CC2C(=O)N(Cc3ccccc3)C(=O)C2C1 (configuration not stated)	-22%	i	-15%	i	1%	-1.1	7%	0.0%	-4%
CCC(C(=O)NC(C)(C)C)N(Cc1ccc(F)cc1)C(=O)c1snc(C(N)=O)c1N (configuration not stated)	-8%	i	-2%	i	1%	1.0	0%	-0.6%	13%
CCC(=O)Nc1nc2ccccc2n1Cc1ccc(C)cc1	?	?	0%	i	-1%	-1.5	-9%	5.5%	-45%
CCN(CC)CCCNc1ccc2ncn3c4ccc(O)cc4c(=O)c1c23	?	?	16%	i	.	-0.1	?	26%	-29%
O=C(N/N=C/c1cccs1)C1CC(=O)N(c2ccccc2)C1 (configuration not stated)	6%	i	4%	?	1%	-4.1	7%	0.1%	11%
Cc1ccc(N2C(=O)CCC(C(=O)O)C2c2cccs2)cc1 (configuration not stated)	6%	i	6%	i	2%	-1.5	-4%	-0.5%	-1%
CC(=O)c1cccc(NC(=O)CN2C(=O)c3cccnc3Sc3ccccc32)c1	?	i	-10%	.	.	.	0%	11%	10%
